Assay outcomes: PubChem, National Center for Advancing Translational Sciences (NCATS)
TDP1 cell noCPT: qHTS for Inhibitors of human tyrosyl-DNA phosphodiesterase 1 (TDP1): qHTS in cells in absence of CPT | actives 15% (n = 420,000) | DT40 Tdp1-/- hTDP1 cells, no CPT, ATP luminescence, 48 h | Potency, µM (titrated, usually from 46.2 µM), inactives show at the top dose activity change, negative = growth inhibition, hits mostly inhibitors; note: nearly all actives have a fitted effect of over 55% in size
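Cells were dispensed at 400 per well, compounds added by pin tool, plates incubated ≥48 hr at 37 °C, then CellTiter-Glo added for 30 min at room temperature before luminescence reading. Line: DT40 Tdp1-/- complemented with hTDP1; camptothecin omitted.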
GCN5L2 inh: inhibitors of human GCN5L2 histone acetyltransferase. Q92830. GCN5L2 HAT assay, ThioGlo1 CoA-SH fluorescence. Potency, µM (doses to about 58.9 µM), inactives show top-dose activity change, negative = inhibition, actives largely listed as inhibitors. actives 0.21% (n = 390,000)
Target sequence (Q92830 whole entry, looked up): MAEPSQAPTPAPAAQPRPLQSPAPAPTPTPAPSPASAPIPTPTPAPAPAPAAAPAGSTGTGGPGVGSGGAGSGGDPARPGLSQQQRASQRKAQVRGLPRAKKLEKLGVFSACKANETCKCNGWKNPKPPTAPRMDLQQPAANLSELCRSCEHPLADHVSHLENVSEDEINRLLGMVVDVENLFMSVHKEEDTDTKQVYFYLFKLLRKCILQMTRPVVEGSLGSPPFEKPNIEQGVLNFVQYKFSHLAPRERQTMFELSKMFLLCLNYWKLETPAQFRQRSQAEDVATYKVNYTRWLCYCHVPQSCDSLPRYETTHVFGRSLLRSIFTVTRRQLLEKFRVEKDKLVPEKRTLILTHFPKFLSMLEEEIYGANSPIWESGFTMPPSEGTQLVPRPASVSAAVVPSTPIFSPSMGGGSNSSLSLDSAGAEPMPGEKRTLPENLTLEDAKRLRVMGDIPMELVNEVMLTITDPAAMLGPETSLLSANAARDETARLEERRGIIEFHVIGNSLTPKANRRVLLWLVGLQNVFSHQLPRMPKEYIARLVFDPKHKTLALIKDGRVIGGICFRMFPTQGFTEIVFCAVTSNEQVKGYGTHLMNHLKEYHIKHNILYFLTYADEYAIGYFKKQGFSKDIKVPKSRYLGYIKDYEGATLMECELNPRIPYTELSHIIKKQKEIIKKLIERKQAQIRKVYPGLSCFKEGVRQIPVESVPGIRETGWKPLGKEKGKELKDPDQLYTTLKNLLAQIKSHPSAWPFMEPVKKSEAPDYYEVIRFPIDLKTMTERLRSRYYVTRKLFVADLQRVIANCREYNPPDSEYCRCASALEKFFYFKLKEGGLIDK
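Compounds, pin-transferred from DMSO stocks, meet 20nM GCN5L2 for 15 min before the reaction begins with H3(1-25) peptide (75uM) and acetyl-CoA (70uM). Thiol-reactive ThioGlo1 reports CoA release over 20 min at room temperature.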
DT40 TDP1 CPT: DT40-hTDP1 cell growth loss with CPT | actives 12% (n = 420,000) | AID 686979 | Potency, µM (titrated, usually from 46.2 µM), inactives show at the top dose activity change, negative = growth inhibition, hits mostly inhibitors | chicken DT40 Tdp1-/-;hTDP1 cells + 20 nM CPT, ATP luminescence, 48 h; note: nearly all actives have a fitted effect of over 55% in size
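Chicken DT40 Tdp1-/- cells stably complemented with human TDP1 were seeded at 400 cells/well in medium containing 20 nM camptothecin, exposed to pin-transferred compounds, and grown at 37 °C for at least 48 hr. Viability was read as ATP luminescence.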
Numbers without * were called inactive; ? = inconclusive; · = no result given; [ ] = remark or other dose. Calls come from the whole dose curve; as a rule, active = well fitted curve in the direction sought with a large enough effect; inconclusive = small, poorly fitted or top-dose-only effect, or another doubt; inactive = no such curve, though single readings can be large; an effect the other way counts as inactive or inconclusive. % is set by controls: 0 for no effect and ±100 for the full control effect; potency is the fitted concentration of half-maximal effect.

Each structure is followed by: TDP1 cell noCPT	GCN5L2 inh	DT40 TDP1 CPT
CCCOc1cc(C)c(S(=O)(=O)NCc2cccs2)cc1C
→ ?	-12%	?
CCCCn1c(N)c(N(CCOC)C(=O)c2c(C)noc2C)c(=O)[nH]c1=O
→ 12%	-7%	2%
c1nc2ccc(Cc3ccc4nc[nH]c4c3)cc2[nH]1
→ ?	-8%	-24%
CC(C)OC(=O)c1cc(C(=O)c2cc(Br)ccc2O)coc1=N
→ -25%	-12%	-5%
COC(=O)c1ccc(N2C(c3ccsc3)=Cc3cc4c(cc3C2CC(=O)c2ccco2)OCO4)cc1 (stereo not given)
→ 15µM*	·	21µM*
Cc1ccccc1C(=O)Nc1ccccc1C(=O)NCc1ccccc1
→ 18µM*	-26%	?
COc1ccc(OC)c(C=NN=Cc2cc(OC)ccc2OC)c1
→ ?	·	4%
O=C1/C(=C/c2cccs2)SC(=S)N1c1cccc(O)c1
→ ?	-22%	-20%
Cc1nc(N2CCN(Cc3ccccc3)CC2)c(C#N)c2c1COC(C)(C)C2
→ 26µM*	-8%	?
O=[N+]([O-])c1cc2c(cc1Br)CCN2
→ -13%	-13%	12%
CCOc1ccccc1NC(=O)c1c(NC(=O)c2ccccc2)sc2c1CCCC2
→ ?	-4%	4.1µM*
CCOC(=O)N1CCC(NC(=O)c2cc(C(=O)Nc3ccc(S(=O)(=O)N4CCCCC4)cc3)ccc2CO)CC1
→ -22%	-6%	?
COc1ccc2[nH]cc(CCNc3cc(-c4ccccc4C(F)(F)F)ncn3)c2c1
→ ?	-18%	?
C/C(=N\Nc1nncc2ccccc12)c1ccc(O)cc1
→ -15%	-6%	11%
O=C(c1cc2ccccc2oc1=O)N1CCCN(C(=O)c2cc3ccccc3oc2=O)CC1
→ 8%	·	0%
COc1ccc(-c2nc(C#N)c(NCCc3ccccc3)o2)cc1
→ 14µM*	-5%	15µM*
CN1/C(=C\C=N\NC(=O)c2ccc(O)cc2)C(C)(C)c2ccccc21
→ 18µM*	-3%	21µM*
O=C(c1ccc(N2C(=O)C3CC=C(Cl)CC3C2=O)cc1)N1CCCCC1 (stereo not given)
→ 5%	-18%	1%
Cc1nn(CC(=O)Nc2ccc(Cl)cn2)c(C)c1[N+](=O)[O-]
→ -4%	-1%[0.501 µM]	0%
Cc1c(C(=O)Nc2ccc(F)cc2F)nnn1-c1ccccc1Br
→ 13µM*	-6%	10µM*
CCOc1ccccc1-c1nc(-c2ccncc2)no1
→ ?	·	-9%
O=C(OCC(=O)N1CCN(c2ccccc2)CC1)c1ccncc1
→ 17%	-6%	15%
COC(=O)c1ccc(NC(=O)C23CC4CC(C2)CC(n2cncn2)(C4)C3)cc1
→ -29%	-6%	-12%
COc1cc2ccccc2cc1C(=O)N1CCN(c2nc3ccc(F)cc3s2)CC1
→ 15µM*	-12%	16µM*
Cc1ccccc1NC(=S)NCc1ccccc1
→ 23µM*	-2%	29µM*
COc1ccc(CCn2c(N3CCN(Cc4ccccc4)CC3)nc3c2c(=O)[nH]c(=O)n3C)cc1
→ -28%	-1%	-15%
Cc1ccc(N2C(=O)C3C(C2=O)C2C=CC3C23CC3)cc1 (stereo not given)
→ ?	1%	-1%
Cc1cc(N)n2ncc(-c3ccccc3)c2n1
→ -13%	-4%	-9%
Cc1cccc(C(=O)Nc2nnc(C3=COCCO3)o2)c1
→ ?	-2%	?
CC(C)C[C@H]1CN(CCCC[C@@H]2CNC(=O)C(=O)N2CC2CCCCC2)C(=O)C(=O)N1CCc1ccc(O)cc1
→ -5%	·	-7%
Cc1cc(/C=N/NC(=O)c2ccc(O)cc2)c(C)n1CC(C)C
→ -22%	-2%	?
O=C(CN1C(=O)NC(Cc2ccccc2)C1=O)Nc1ccc(OC(F)(F)F)cc1 (stereo not given)
→ -27%	-1%	-12%
CN(Cc1ccccc1)C(=O)c1ccc(NC(=O)Cc2ccc(NC(=O)C3CCCN(S(=O)(=O)c4cccc([N+](=O)[O-])c4)C3)cc2)cc1 (stereo not given)
→ ?	·	?
Cc1ccc2nc(Cl)c(C3CC(c4ccco4)=NN3S(C)(=O)=O)cc2c1 (stereo not given)
→ -15%	-4%	-4%
CS(=O)(=O)c1ccc(Cl)c(NC(=O)COC(=O)Cc2c[nH]c3ccccc23)c1
→ -2%	-1%	2%
CC(C)C(=O)N1CCN(c2ccccc2NC(=S)NC(=O)c2cccs2)CC1
→ ?	-1%	?
COc1ccc(C(=O)N/C(=C\c2cccs2)c2nc3ccccc3[nH]2)cc1OC
→ -27%	-25%	-11%
O=C(Nc1ccc(Cl)cc1)N1CCSCC1
→ -5%	-1%	-4%
CCN(CC)S(=O)(=O)c1ccc(Cl)c(C(=O)NCc2ccco2)c1
→ ?	-1%	-26%
CCCCOc1cccc(C(=O)Nc2ccc(S(=O)(=O)Nc3nnc(CC)s3)cc2)c1
→ -17%	-28%	-2%
CCN(CC(=O)Nc1cc(Cl)ccc1C)C(=O)COc1cccc2c1OC(C)(C)C2
→ ?	0%	?
COCCNC(=O)Cn1nc(-c2ccccc2C)ccc1=O
→ 6%	-2%	-15%
COc1ccc(C(CNC(=O)C(C)(C)Oc2ccc(Cl)cc2)N2CCOCC2)cc1 (stereo not given)
→ -29%	·	?
Cc1cccc(-n2nc3c(c2NC(=O)C(C)C)CSC3)c1
→ -8%	-10%	-25%
CCOC(=O)C1=C(CCc2ccccc2)NC(=O)NC1c1cccc([N+](=O)[O-])c1 (stereo not given)
→ -19%	0%	-7%
COc1ccc(CNC(=O)c2ccc(CS(=O)(=O)c3ccc(OC)cc3)o2)cc1
→ ?	-4%	?
O=C(O)CCNC(=O)/C(=C\C=C\c1ccccc1)NC(=O)c1ccccc1
→ 7%	-12%	8%
CC(=O)Nc1ccc(Nc2cc(C)nc3c(-c4ccccc4)cnn23)cc1
→ 16µM*	-15%	?
O=C(Cc1ccc(Cl)cc1)Nc1ccncc1
→ 9.2µM*	1%	12µM*
CCc1nc2c(OCCOC)cccn2c1N(C)C(=O)Nc1ccccc1OC
→ -5%	·	-6%
C=CCn1c(SCc2nc3ccccc3c(=O)[nH]2)nc2scc(C3CC3)c2c1=O
→ 16µM*	-12%	15µM*
COCc1cc(CN2CCN(C)CC2)c(O)c2ncccc12
→ 3.3µM*	1%	4.1µM*
Nc1nc2ccccc2n1C(=O)c1ccccc1
→ 18µM*	-1%	?
Cc1ccccc1-c1ncc(CN2CCC(CO)(CCCc3ccccc3)CC2)cn1
→ ?	-5%	?
CC(C)(C)C(=O)NC(=S)Nc1sc2c(c1C#N)CCCCC2
→ 23µM*	33%[activator]	?
COc1ccc(S(=O)(=O)NCC(c2ccc(F)cc2)N2CCN(C)CC2)cc1 (stereo not given)
→ 13%	-3%	5%
O=C(c1cc2sccc2n1Cc1ccccc1)N1CCc2ccccc21
→ ?	-10%	-18%
COc1cccc2c(=O)c3c(cnn3C)n(C)c12
→ ?	-17%	-10%
CC(C)COc1ccc(C(=O)NNC(=O)c2ccc(=O)[nH]c2)cc1
→ 9%	-2%	-10%
Cc1ccc(C2(c3noc(CN(C)CCO)n3)CCCC2)cc1
→ ?	-2%	-23%

Remaining list, next part.
Each structure is followed by: TDP1 cell noCPT	GCN5L2 inh	DT40 TDP1 CPT
O=C(C[n+]1ccccc1Cl)c1ccc2c(c1)CCCC2
→ ?	·	?
CC(C)=CCn1cnc2c1c(=O)n(C)c(=O)n2C
→ 5%[9.04 µM]	·	-5%[9.04 µM]
CCOCC(=O)Nc1ncc(S(=O)(=O)c2ccc([N+](=O)[O-])cc2)s1
→ -19%	-18%	9%
Cc1ccc(-c2csc3ncnc(-n4cnc5ccccc54)c23)cc1
→ 18µM*	-2%	?
O=c1[nH]c2ccccc2nc1N1CCOCC1
→ 0%	-29%	3%
O=C(Nc1ccc(N2CCOCC2)cc1)c1ccc(Cl)c(S(=O)(=O)N2CCCC2)c1
→ 21µM*	0%	?
CC1(C(=O)NS(=O)(=O)c2cccs2)CCN1C(=O)Cc1ccc(Cl)cc1Cl (stereo not given)
→ -1%	·	-10%
O=C(COC(=O)c1ccc[n+]([O-])c1)Nc1ccccc1OC(F)F
→ -16%	2%	-22%
O=C(Nc1ccc(F)cc1)c1ccc(CSc2ccc(Cl)cc2)o1
→ ?	2%	?
CC(C)C[C@@H]1O[C@H](C(C)C)Cc2[nH][nH]c(=O)c21
→ ?	·	?
C=CCc1ccccc1OCC(=O)OCCNC(=O)c1cccnc1
→ -3%	-5%	-26%
COc1ccc(Nc2ncnc3c2cnn3-c2cccc(C)c2)cc1OC
→ -13%	-11%	?
Cc1ccc(C)c(NC(=O)Cn2cc(C(=O)C3CCCCC3)c3ccccc32)c1
→ ?	0%	?
Cc1cccc(C)c1Nc1nnc(SCC(=O)c2ccc(Br)s2)s1
→ 16µM*	-9%	?
CCN(CC)c1ccc(NC(=O)c2ccco2)cc1
→ -13%	-5%	-7%
CCC1(C)Cc2c(sc3nc(NN)n(C)c(=O)c23)CO1 (stereo not given)
→ ?	-11%	?
O=C(Nc1nc(-c2ccccn2)cs1)c1ccc(F)c(S(=O)(=O)N2CCOCC2)c1
→ 0.58µM*	-10%	1.5µM*
Cc1ccc(/C=N/Nc2ccc3ccccc3n2)o1
→ 4.1µM*	-10%	2.3µM*
Cc1ccc(-c2nc3sc(CCNC(=O)c4ccco4)c(C)n3n2)cc1
→ 18µM*	-3%	?
CC1CN(C(=O)c2scc3c2OCCO3)CC(C)O1 (stereo not given)
→ 1%	2%	9%

Entries of single compounds, looked up by structure. Order of values: TDP1 cell noCPT | GCN5L2 inh | DT40 TDP1 CPT
Cc1ccc(/C=N/Nc2ccc3ccccc3n2)o1 is entered as 4.1µM* | -10% | 2.3µM*
O=c1[nH]c2ccccc2nc1N1CCOCC1 is entered as 0% | -29% | 3%
O=C(Nc1nc(-c2ccccn2)cs1)c1ccc(F)c(S(=O)(=O)N2CCOCC2)c1 is entered as 0.58µM* | -10% | 1.5µM*
Cc1ccc(-c2nc3sc(CCNC(=O)c4ccco4)c(C)n3n2)cc1 is entered as 18µM* | -3% | ?
O=C(Nc1ccc(F)cc1)c1ccc(CSc2ccc(Cl)cc2)o1 is entered as ? | 2% | ?

Continuation.
Each structure is followed by: TDP1 cell noCPT	GCN5L2 inh	DT40 TDP1 CPT
CCNC(=O)CC1C(=O)N(c2cccc(C)c2)C(=O)N1CCC(C)C (stereo not given)
→ -5%	-14%	13%
Cn1c(=O)c2c(ncn2CC(=O)OCC(=O)Nc2cccc(C#N)c2)n(C)c1=O
→ 0%	·	-22%
Cc1ccccc1OCc1nnc(SCc2cc(=O)[nH]c3ccccc23)n1-c1ccccc1
→ ?	0%	?
CCCc1nc2ccccc2n2c(-c3ccc(C)cc3)c3c(=O)n(C)c(=O)n(C)c3c12
→ 26µM*	4%	23µM*
O=C(NCc1ccc(F)cc1)C1CCCN1S(=O)(=O)c1ccc(F)cc1 (stereo not given)
→ -15%	·	-4%
O=C(Nc1ccccc1)c1ccccc1Br
→ -23%	·	3%
CCCn1c(SCC(=O)NCC2CCCO2)nc2c1c(=O)n(C)c(=O)n2C (stereo not given)
→ -8%	-1%	3%
NC(=O)C1CCN(c2nc(C3CC3)nc3c2nnn3Cc2ccccc2Cl)CC1
→ -21%	-25%	-7%
COc1ccc(NC(=O)CC(CC(=O)O)c2cc(OC)c(OC)c(OC)c2)cc1 (stereo not given)
→ -3%	-7%	7%
CCC(C)NC(=O)CSc1c2c(nc3ccccc13)CCCC2 (stereo not given)
→ ?	-2%	?
CN1CCC(CNC(=O)Nc2ccccc2)(c2ccccc2)CC1
→ -1%	0%	-12%
CC(=O)Nc1ccc(N2C(=O)c3ccc(C(=O)Nc4nnc(SCc5ccc(F)cc5)s4)cc3C2=O)cc1
→ ?	-9%	-21%
Cc1ccccc1C(=O)N1CCC(C(=O)Nc2ccc3c(c2)OCO3)CC1
→ ?	1%	?
S=c1[nH]nc(-c2ccc(Cl)cc2)n1-c1cccnc1
→ -11%	0%	-3%
COc1cc(C(C(=O)NCC2CCCO2)N(C(=O)Cn2nnc3ccccc32)c2ccc(C(C)=O)cc2)ccc1O (stereo not given)
→ -15%	4%	11%
Cn1nnnc1NCc1c(F)cccc1Cl
→ -5%	-6%	-7%
CC1(c2nc3ccccc3[nH]2)CCC(=O)N1Cc1cccs1 (stereo not given)
→ 16%	·	6%
COc1ccc(S(=O)(=O)NCc2csc(C)n2)cc1
→ -29%	3%	1%
O=C(N/N=C/c1cn(-c2ccccc2)nc1-c1ccc(F)cc1)c1ccc2c(c1)OCO2
→ 18µM*	-6%	?
COc1ccccc1-n1c(SC(C)C(=O)NCC2CCCO2)nc2cc(Cl)ccc2c1=O (stereo not given)
→ ?	-3%	-22%
CCOc1ccc(OCCOc2ncnc3ccccc23)cc1
→ ?	-22%	?
